BAZ2B inh: blocks human BAZ2B. Q9UIF8. AlphaScreen BAZ2B-H3K14Ac peptide displacement. Potency, µM (series often up to 114 µM), for inactives: top-dose activity change, negative = inhibition, hits mostly inhibitors. 360,000 tested, 4.4% active; further: potency means the concentration at half of the fitted maximal effect; on the % scale 0 is the no-effect control and ±100 the full control effect; nearly all actives have a fitted effect of over 60% in size
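AlphaScreen displacement of biotin-H3(5-23)K14Ac peptide (50 nM final) from BAZ2B (50 nM final) in PBS pH 7.4, 0.01% Tween-20; complex preformed 30 min RT, then compounds (top 110 uM) 30 min RT, beads 20 min dark.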
G9a block: G9a (human) methyltransferase inhibition; 350,000 tested, 8.8% active; G9a H3K9 monomethylation, AlphaScreen, 2 h; AID 504332; Q96KQ7; Potency, µM (doses to about 102 µM), inactives show at the top dose activity, negative = inhibition, hits mostly inhibitors; further: potency means the concentration at half of the fitted maximal effect; on the % scale 0 is the no-effect control and ±100 the full control effect; nearly all actives have a fitted effect of over 75% in size
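Quantitative HTS format: methyltransferase activity on a biotin-tagged H3K9 peptide is measured by AlphaScreen, using a rabbit anti-monomethyl-H3K9 antibody with streptavidin donor and anti-IgG acceptor beads. Final levels are 20 nM enzyme, 500 nM peptide, 20 uM SAM; 2 h RT.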
HP1b chromo inh: inhibitors of HP1-beta chromodomain binding to methylated histone tails | P83916 | AlphaScreen HP1-beta / biotin-H3K9me3 peptide binding | Potency, µM (doses to about 114 µM), for the others: top-dose activity change, negative = inhibition, most hits filed as inhibitors | 390,000 tested, 0.56% active; further: potency means the concentration at half of the fitted maximal effect; nearly all actives have a fitted effect of over 70% in size; inactives centre near 23
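HP1-beta protein (50 nM final) preincubated 30 min at room temperature with biotinylated H3(1-18)K9me3 peptide (50 nM) in PBS pH 7.4, 0.01% Tween-20, then compound added for 30 min. AlphaScreen streptavidin donor/nickel chelate acceptor beads (10 ug/mL final), 30 min dark, luminescence read.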
PI4K2A block: inhibitors of human PI4K2A. purified PI4K2A, ADP-Glo luminescence, 1 h; hits give low values. Q9BTU6. 420,000 tested, 0.13% active. activity change, negative = inhibition, % at 76.9 µM; in the data active means activity change below about -50%; inconclusive means mostly about -30% to -49%;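 further: -100% = wells without enzyme as full effect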
Target sequence (Q9BTU6 whole entry, looked up): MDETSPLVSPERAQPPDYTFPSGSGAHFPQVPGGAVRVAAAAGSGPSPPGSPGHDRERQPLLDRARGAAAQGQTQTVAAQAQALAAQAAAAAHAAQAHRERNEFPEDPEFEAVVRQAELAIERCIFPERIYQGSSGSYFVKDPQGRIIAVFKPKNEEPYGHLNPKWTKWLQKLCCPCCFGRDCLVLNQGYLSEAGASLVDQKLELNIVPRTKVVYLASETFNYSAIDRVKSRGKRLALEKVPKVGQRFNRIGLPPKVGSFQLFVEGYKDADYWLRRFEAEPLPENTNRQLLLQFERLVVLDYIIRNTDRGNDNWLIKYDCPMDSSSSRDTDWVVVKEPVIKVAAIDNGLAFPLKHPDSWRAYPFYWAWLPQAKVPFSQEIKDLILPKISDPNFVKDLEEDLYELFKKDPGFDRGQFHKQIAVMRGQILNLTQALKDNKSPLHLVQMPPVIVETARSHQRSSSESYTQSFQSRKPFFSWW
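In this quantitative HTS, ADP production by PI4K2A was quantified luminescently after 1 h at ambient temperature; 100 microM adenosine served as plate-quality control.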
ERG Ets-DNA blk: blocks human ERG Ets domain binding to DNA; fluorescence polarization, His-ERG Ets domain / labelled DNA; 370,000 tested, 0.028% active; P11308; Potency, µM (top dose mostly 76.9 µM), inactives show top-dose FP activity, negative = inhibition, hits mostly inhibitors; active means well fitted inhibition curve with a large enough effect in the polarisation, with a control signal flat; inconclusive means small, poorly fitted or top-dose-only effect, or effect the other way, or a change in a side signal; inactive means no such curve, though single readings can be large or run the other way; the % refers to the polarisation;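 further: polarization taken with two DNA probes labelled with fluorescein and Texas red; potency means the concentration at half of the fitted maximal effect; % of control where 0% means no effect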
Target sequence (P11308 whole entry, looked up, the tested form may be a part): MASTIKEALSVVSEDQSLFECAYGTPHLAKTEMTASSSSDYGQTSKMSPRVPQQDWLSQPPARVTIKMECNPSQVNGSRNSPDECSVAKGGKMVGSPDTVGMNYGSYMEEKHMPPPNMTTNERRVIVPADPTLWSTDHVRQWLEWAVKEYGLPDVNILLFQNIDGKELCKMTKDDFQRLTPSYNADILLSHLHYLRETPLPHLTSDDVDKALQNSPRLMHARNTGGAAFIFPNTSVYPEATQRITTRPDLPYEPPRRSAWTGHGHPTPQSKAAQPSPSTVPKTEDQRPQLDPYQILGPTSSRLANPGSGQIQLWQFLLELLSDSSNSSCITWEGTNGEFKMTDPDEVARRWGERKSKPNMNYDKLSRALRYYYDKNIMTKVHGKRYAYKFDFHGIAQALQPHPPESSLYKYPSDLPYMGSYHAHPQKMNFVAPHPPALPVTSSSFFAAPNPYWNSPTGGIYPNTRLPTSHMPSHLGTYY
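His-tagged ERG Ets domain (1 uM in the protein solution; 300mM KCl, 50mM Tris-HCl, 1mM EDTA, 1mM DTT, pH 7.5) received compound, then a probe mix of 5 nM fluorescein-DNA and 100nM Texas-615-DNA. Fluorescence polarization was read for both dyes.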
GLS inh: blocks human kidney-isoform glutaminase activity. O94925. GLS enzymatic activity, qHTS titration. Potency, µM (titrated, usually from 45.5 µM), for the others: at the highest dose activity change, negative = inhibition, usual class: inhibitors. 410,000 tested, 0.21% active; further: potency means the concentration at half of the fitted maximal effect; on the % scale 0 is the no-effect control and ±100 the full control effect
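Two-point fluorescence kinetic (t0, 30 min RT) for hKGA; glutamate detected via glutamate oxidase–HRP–Amplex Red. Substrate: 1 mM L-glutamine solution; buffer 45 mM KH2PO4, pH 8.2.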
RGS4 inhibitor: inhibitors of human regulator of G protein signaling 4 | P49798 | Transcreener GDP fluorescence polarization, RGS4-accelerated GTP hydrolysis | Potency, µM (highest dose often 114 µM), for inactives: at the top dose activity change, negative = inhibition, most hits filed as inhibitors | 390,000 tested, 0.039% active | AID 504845; further: potency means the concentration at half of the fitted maximal effect; on the % scale 0 is the no-effect control and ±100 the full control effect; nearly all actives have a fitted effect of over 75% in size; some results filed as inactive show a strong effect at the top dose
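MLSMR compounds (23 nl, pin-transferred) preincubated 10 min at room temperature with a 500nM (2x) first reagent, then RGS4 at 900nM (2x) plus Transcreener GDP mix added; fluorescence polarization (620/688 nm) read before and after 90 min at 30 °C.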
JMJD2A Tudor: blocks the human JMJD2A Tudor domain. O75164. Potency, µM (doses to about 114 µM), for the others: at the highest dose activity change, negative = inhibition, actives largely listed as inhibitors. AlphaScreen JMJD2A-Tudor / H3K4me3 peptide binding. 390,000 tested, 4.4% active; further: potency means the concentration at half of the fitted maximal effect; on the % scale 0 is the no-effect control and ±100 the full control effect; nearly all actives have a fitted effect of over 50% in size
ALOX12 inh: ALOX12 (human) lipoxygenase inhibition. P18054. AID 1671190. 580,000 tested, 1.1% active. Potency, µM (titrated, usually from 108 µM), inactives show at the top dose activity change, negative = inhibition, actives largely listed as inhibitors. purified 12hLO, xylenol orange hydroperoxide absorbance; further: potency means the concentration at half of the fitted maximal effect; on the % scale 0 is the no-effect control and ±100 the full control effect
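Purified human 12hLO (150 nM final) in 25 mM Hepes, 0.01% Triton X-100, pH 7.0 was preincubated 15 min at room temperature with compound. Then 40 uM arachidonic acid was added, 30 min. Hydroperoxide was read by Fe-XO absorbance ratio 573/405 nm.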
Active calls of the source: *; ? = inconclusive; / = no result given; [ ] = dose if it differs, or a comment. Unless noted, the call rests on the fitted dose curve; in most records, active means well fitted curve in the direction sought with a large enough effect; inconclusive means small, poorly fitted or top-dose-only effect, or another doubt; inactive means no such curve, though single readings can be large; an effect the other way counts as inactive or inconclusive. Some of the compounds tested, so the mix of outcomes need not match the whole.

cpd	SMILES	BAZ2B inh	G9a block	HP1b chromo inh	PI4K2A block	ERG Ets-DNA blk
1	O=C(NCc1ccc(F)cc1Cl)C1CC(=O)N(C2CCCCCCC2)C1 (stereo not drawn)	-9%	13%[59 µM]	4%	-3	6%
2	N#Cc1ccccc1S(=O)(=O)N1CCN(c2cnccn2)CC1	1%	-2%	35%	4	12%
3	CC(=O)c1ccc(NC(=O)c2cc3ccccc3o2)cc1	-2%	/	27%	3	-5%
4	CCC(=O)N1CCc2cc(Br)cc(S(=O)(=O)N3CCCC(C(=O)Nc4cccc(Cl)c4C)C3)c21 (stereo not drawn)	0%	2%[59 µM]	36%	-1	-2%
5	CCCNc1nc2ccccc2n2c(C)nnc12	-8%	-1%	23%	3	6%
6	COc1ccc(-c2csc(Nc3cccnc3)n2)cc1OC	-6%	50µM*	60%[activator]	3	?
7	O=S(=O)(c1ccc(-c2nnc(SCc3ccccc3)o2)cc1)N1CCCC1	9%	-3%	-30%	-2	8%
8	COCCNC(=O)CN(C(=O)CCC(=O)Nc1ccccn1)c1ccc(F)cc1	/	20%[59 µM]	24%	4	-12%
9	CC(=O)c1ccc(N2CCN(C(=O)C3CCN(S(=O)(=O)c4ccc5c(c4)CC(C)N5C(=O)C4CC4)CC3)CC2)cc1 (stereo not drawn)	-1%	/	19%	-1	-7%
10	OC(c1nc2ccccc2[nH]1)C(O)C(O)C(O)c1nc2ccccc2[nH]1 (stereo not drawn)	4%	11%	-5%	-2	-16%
11	CC(Nc1nc(-c2ccc(Cl)cc2)cs1)c1nc2cc(Cl)c(N3CCCCC3)cc2n1CCOCCO (stereo not drawn)	/	/	15%	2	1%
12	O=C(NC(=S)NCC1CCCO1)C(c1ccccc1)c1ccccc1 (stereo not drawn)	8%	8%[59 µM]	29%	-3	-10%

cpd	GLS inh	RGS4 inhibitor	JMJD2A Tudor	ALOX12 inh
1	-6%	10%	-6%	-16%
2	?	16%	-1%	-13%
3	2%	-9%	6%	9%
4	-3%	9%	-19%	-17%
5	-1%	13%	-11%	0%
6	-4%	-8%[56.9 µM]	-16%[57.1 µM]	-20%
7	5%	10%	-1%	-10%
8	-1%	23%	-17%	104%[activator]
9	10%	20%	-8%	0%
10	2%	?	?	/
11	6%	-5%	?	?
12	-3%	-4%	-1%	0%

More entries
cpd	SMILES	BAZ2B inh	G9a block	HP1b chromo inh	PI4K2A block	ERG Ets-DNA blk
13	CCC(C)S(=O)(=O)c1oc(-c2cccs2)nc1S(=O)(=O)c1ccccc1 (stereo not drawn)	-8%	18µM*	47%[activator]	30	1%
14	Cn1c(=O)cc(Nc2ccccc2)[nH]c1=O	-33%	-9%	12%	-2	12%
15	Cc1cccc2c1N(C(=O)CN1C(=O)c3ccccc3C1=O)C(C)(C)c1ssc(=S)c1-2	?	-95%[59 µM]	?	-3	-1%
16	O=c1oc(-c2cccs2)nc2sc3c(c12)CCCCC3	-6%	-5%	18%	2	/
17	O=C1CC(N2CCN(C/C=C/c3ccccc3)CC2)C(=O)N1CCc1ccccc1 (stereo not drawn)	-3%	12%[59 µM]	1%	-1	/
18	COc1ccc(C2CC(c3ccc(Br)cc3)=NN2C(=O)CSC2=NN3CCCC(=O)N=C3S2)cc1 (stereo not drawn)	-2%	13%	9%	-4	-7%
19	COc1cc(-n2c(=O)c3ccccc3n(CC(=O)c3ccccc3)c2=O)cc(OC)c1OC	4%	-3%	80%[activator]	3	-8%
20	O=C(Nc1ccc(OC(F)(F)F)cc1)c1cnccn1	33%[activator]	/	36%	-4	4%
21	CCOc1ccc(OCC)c(NC(=O)C2COc3ccccc3O2)c1 (stereo not drawn)	12%	16%[59 µM]	29%	0	-1%
22	CS(=O)(=O)NNC(=O)c1csc(Cc2c(Cl)sc3ccc(Cl)cc23)n1	1%	2%	0%	1	-6%
23	Cc1nnc(NC(=O)c2ccc(S(=O)(=O)N3CCCCC3C)cc2)o1 (stereo not drawn)	15%	/	27%	-4	-8%
24	O=C(Oc1ccc(F)cc1)c1cccnc1	10%	29%	31%	-2	-3%

cpd	GLS inh	RGS4 inhibitor	JMJD2A Tudor	ALOX12 inh
13	-5%	-20%	-20%	7%
14	2%	18%	-14%	-4%
15	9%	-9%	?	?
16	0%	3%	-11%	21%
17	6%	-17%	-28%	-15%
18	2%	-1%	-25%	/
19	-9%	6%[11.4 µM]	3%[11.4 µM]	1%
20	-1%	-17%	2%	15%
21	11%	32%	-4%	12%
22	10%	7%	-10%	165%[activator]
23	7%	26%	?	-5%
24	-10%	3%	-8%	20%

A second format for part of the listing above.
entry	smiles	BAZ2B inh	G9a block	HP1b chromo inh	PI4K2A block	ERG Ets-DNA blk	GLS inh	RGS4 inhibitor	JMJD2A Tudor	ALOX12 inh
19	COc1cc(-n2c(=O)c3ccccc3n(CC(=O)c3ccccc3)c2=O)cc(OC)c1OC	4%	-3%	80%[activator]	3	-8%	-9%	6%[11.4 µM]	3%[11.4 µM]	1%
20	O=C(Nc1ccc(OC(F)(F)F)cc1)c1cnccn1	33%[activator]	/	36%	-4	4%	-1%	-17%	2%	15%

Next section
cpd	SMILES	BAZ2B inh	G9a block	HP1b chromo inh	PI4K2A block	ERG Ets-DNA blk
25	CCOC(=O)C1CCCN(C(=O)c2ccc(C)c(NC(=O)C3=C(C)OCCS3)c2)C1 (stereo not drawn)	-21%	43%	30%[activator]	-1	-6%
26	Cc1ccc(-n2nc(C)c3c(C)c(CCC(=O)NCc4ccco4)c(C)nc32)cc1	2%	?	19%	0	-3%
27	Cc1cc2nc3n(c2cc1C)CC1CC(C(=O)NCc2ccccc2)N(C)C31 (stereo not drawn)	0%	11%[2.33 µM]	27%	-2	-5%
28	Cc1cccc(C(=O)NNC(=O)c2cccc([N+](=O)[O-])c2)c1	2%	-39%	-12%	1	2%
29	CC(=O)N1CCCC1c1nc2ccccc2n1Cc1c(F)cccc1Cl (stereo not drawn)	?	-3%[59 µM]	2%	6	-1%
30	COCCN(CC(=O)Nc1cccc(C)c1)S(=O)(=O)c1ccc(S(=O)(=O)N2CCCC2)cc1	/	?	42%	9	-5%
31	CCCSc1cc(NCCOC(=O)CCC)c([N+](=O)[O-])c2nonc12	-37%	?	-23%	23	-9%
32	Cn1c(=O)c2c(nc(SCC(=O)O)n2Cc2cccc(C(F)(F)F)c2)n(C)c1=O	5%	14µM*	47%	9	4%
33	C/C(CC(=O)Nc1ccc2c(c1)OCCO2)=N\NC(=O)c1ccc([N+](=O)[O-])cc1Cl	-37%	?	11%	2	1%
34	Cc1ccc(CNC(=O)Cc2c(C(=O)O)c(C)cn2C)cc1	-15%	8%[59 µM]	26%	-3	7%
35	CCOC(=O)c1[nH]cnc1C(=O)Nc1ccccc1OC	89µM*	?	34%	2	-4%
36	O=C(NCCOc1ccccc1)c1ccccc1SCC(=O)N1CCCC1	-3%	-2%[59 µM]	19%	3	/

cpd	GLS inh	RGS4 inhibitor	JMJD2A Tudor	ALOX12 inh
25	6%	-27%[56.9 µM]	-18%	25%
26	1%	-15%	-7%	14%[57.4 µM]
27	0%	-9%	-8%	-10%
28	12%	4%	-16%	4%
29	-14%	25%	-17%	-19%
30	-3%	4%	-20%	21%
31	-3%	?	-32%	?
32	1%	-9%	-27%	-7%
33	-8%	7%	-15%	-20%
34	0%	6%	-6%	-11%
35	-3%	-44%	?	31%[activator]
36	2%	14%	-10%	10%

Fetched one by one from above:
cpd	SMILES	BAZ2B inh	G9a block	HP1b chromo inh	PI4K2A block	ERG Ets-DNA blk
25	CCOC(=O)C1CCCN(C(=O)c2ccc(C)c(NC(=O)C3=C(C)OCCS3)c2)C1 (stereo not drawn)	-21%	43%	30%[activator]	-1	-6%
27	Cc1cc2nc3n(c2cc1C)CC1CC(C(=O)NCc2ccccc2)N(C)C31 (stereo not drawn)	0%	11%[2.33 µM]	27%	-2	-5%

cpd	GLS inh	RGS4 inhibitor	JMJD2A Tudor	ALOX12 inh
25	6%	-27%[56.9 µM]	-18%	25%
27	0%	-9%	-8%	-10%

(cont.)
cpd	SMILES	BAZ2B inh	G9a block	HP1b chromo inh	PI4K2A block	ERG Ets-DNA blk
37	N#Cc1ccc(C(=O)NCC2CCCCC2)cc1	1%	50µM*	21%	-1	1%
38	COc1cc(Cl)c(C)cc1NC(=O)c1nn(C)c2c1CSc1ccccc1-2	-12%	-29%[59 µM]	55%[activator]	-10	-3%
39	Cc1c(C(=O)N2CCN(c3ccccn3)CC2)sc2ncnc(N3CCN(c4ccccc4)CC3)c12	/	/	21%	6	-3%
40	Cc1ccc(CN2CCC(N3CCC(C(=O)NCC4CCCO4)CC3)CC2)o1 (stereo not drawn)	11%	-6%	31%	-3	3%
41	COC(=O)c1sc(NC(=S)NC(=O)c2ccccc2C)nc1C	-7%	-9%	12%	2	-1%
42	CCCn1c(SCC(=O)Nc2cc(C)on2)nc2c1c(=O)n(C)c(=O)n2C	/	/	18%	-3	2%

cpd	GLS inh	RGS4 inhibitor	JMJD2A Tudor	ALOX12 inh
37	1%	17%	12%	-4%
38	8%	10%	-2%	-13%
39	10%	-7%[11.4 µM]	-18%[57.1 µM]	?
40	-9%	0%	-5%	-3%
41	0%	-5%	-6%	-19%
42	0%	2%	3%	-10%
